SRC2 TRFRET art – TR-FRET artefact, counter-screen to PPARgamma/SRC-2 agonist assay. AID 1049. hit rate 0.4% among 200,000. TR-FRET ratio at 8 µM. hits give high values; in the data active = TR-FRET ratio above about 2000; also: inactives centre near 1500; reference of the scale not given here
STAT1 inh – reduces IFN-gamma driven STAT1 reporter signal; NIH 3T3 STAT1-luciferase reporter, luminescence; inhibition, % at 5.5 µM; hit rate 0.35% among 200,000;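 active = inhibition above a set limit, the mean inhibition across all tested compounds plus 3 SD, cut at about 34% in these data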;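 also: 0% = IFN-gamma with DMSO and 100% = IFN-gamma with 300 µM nifuroxazide; values of inactives mirror those of a sister screen read the other way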
PPARg SRC-2 ag – agonists of SRC-2 recruitment by human PPARgamma; PPARgamma LBD-SRC-2 recruitment, biochemical; activation, % at 8 µM; hit rate 0.34% among 200,000; AID 1032; in the data active = activation above about 22%;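 also: 0% = vehicle and 100% = reference agonist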
PPARg SRC-1 ag – agonists of human PPARgamma SRC-1 coactivator recruitment; P37231; PPARgamma-SRC-1 coactivator recruitment biochemical assay; activation, % at 8 µM; hit rate 0.41% among 200,000; AID 631; in the data active = activation above about 19%;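 also: 0% = DMSO and 100% = reference agonist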
S1P3 antag – antagonists of human S1P3 receptor. CHO S1P3 NFAT-BLA reporter, FRET fluorescence, antagonist mode. hit rate 0.27% among 170,000. inhibition, % at 4.98 µM;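 active = inhibition above the plate cutoff, the mean inhibition of test wells on that plate plus 3 SD, cut at about 28% in these data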;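 also: cells challenged with S1P at its EC80 of 0.8 µM; blue over green emission ratio from cleaved BLA substrate after 4 h stimulation; 0% = S1P-stimulated wells and 100% = unstimulated DMSO-only wells; some compounds past the cut are filed as inactive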
RAM network inh – yeast RAM network inhibition; S. cerevisiae dse1pr::URA3 reporter, 5-FOA growth OD615, 2 d; analog-sensitive cbk1-as2 kinase mutant strain; inhibition, % at 50 µM; hit rate 1.8% among 190,000;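 active = inhibition above a set limit, 3 SD over mean compound inhibition, cut at about 8.4% in these data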;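 also: 0% = DMSO-only wells with no growth and 100% = 10 µM 1-NA-PP1 full growth; inhibition rescues growth on 5-FOA so higher OD means more RAM inhibition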
TLR4 MyD88 comp – TLR4-MyD88 interaction inhibition in cells | HeLa CL3-4 TLR4/MyD88 BLA complementation, FRET ratio | AID 861 | inhibition, % at 8.4 µM | O00206+Q99836 | hit rate 0.18% among 200,000; in the data active = inhibition above about 25%;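 also: 0% = vehicle and 100% = reference inhibitor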
Target sequence (O00206 whole entry, looked up): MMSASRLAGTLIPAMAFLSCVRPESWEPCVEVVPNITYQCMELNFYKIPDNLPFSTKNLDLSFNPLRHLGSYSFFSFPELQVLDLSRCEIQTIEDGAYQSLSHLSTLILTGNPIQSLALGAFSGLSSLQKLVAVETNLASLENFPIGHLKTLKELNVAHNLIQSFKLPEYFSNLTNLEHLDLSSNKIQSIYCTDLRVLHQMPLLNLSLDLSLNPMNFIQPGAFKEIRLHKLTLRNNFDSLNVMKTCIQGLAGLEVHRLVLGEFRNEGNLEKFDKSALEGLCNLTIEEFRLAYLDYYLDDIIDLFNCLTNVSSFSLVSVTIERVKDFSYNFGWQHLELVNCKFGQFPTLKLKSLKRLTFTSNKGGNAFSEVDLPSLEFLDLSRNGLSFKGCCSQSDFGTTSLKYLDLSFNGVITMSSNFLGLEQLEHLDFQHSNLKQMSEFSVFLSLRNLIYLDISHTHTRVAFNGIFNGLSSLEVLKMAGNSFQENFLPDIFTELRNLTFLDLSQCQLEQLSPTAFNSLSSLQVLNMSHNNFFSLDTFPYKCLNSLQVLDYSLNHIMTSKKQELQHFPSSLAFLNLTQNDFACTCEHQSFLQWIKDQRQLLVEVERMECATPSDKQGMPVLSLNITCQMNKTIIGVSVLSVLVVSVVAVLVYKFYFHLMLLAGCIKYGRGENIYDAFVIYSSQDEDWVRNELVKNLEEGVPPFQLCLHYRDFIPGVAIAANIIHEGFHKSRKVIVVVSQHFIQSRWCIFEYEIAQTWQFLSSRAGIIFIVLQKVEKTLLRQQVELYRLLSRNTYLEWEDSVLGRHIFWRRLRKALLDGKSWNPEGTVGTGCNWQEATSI
Target sequence (Q99836 whole entry, looked up): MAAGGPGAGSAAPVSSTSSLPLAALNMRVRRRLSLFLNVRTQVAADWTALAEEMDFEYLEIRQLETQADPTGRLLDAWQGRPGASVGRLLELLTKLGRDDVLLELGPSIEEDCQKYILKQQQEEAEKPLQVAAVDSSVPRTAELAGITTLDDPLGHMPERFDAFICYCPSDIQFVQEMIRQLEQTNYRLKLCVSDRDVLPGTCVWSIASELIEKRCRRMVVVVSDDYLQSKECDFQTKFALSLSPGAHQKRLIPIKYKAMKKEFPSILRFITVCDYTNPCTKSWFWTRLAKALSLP
PPARg SRC3 recr – agonists of human PPARgamma SRC-3 coactivator recruitment; AID 731; hit rate 0.26% among 200,000; biochemical PPARgamma/SRC-3 coactivator recruitment assay; P37231; activation, % at 8 µM; in the data active = activation above about 23%;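 also: 0% = DMSO and 100% = reference agonist; some compounds past the cut are filed as inactive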
STAT3 blocker – inhibitors of IL-6 induced STAT3 signaling | U3A cells, IL-6 STAT3-luciferase reporter, luminescence; host cell line lacks STAT1 | hit rate 0.89% among 190,000 | AID 862 | inhibition, % at 5.5 µM;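 active = inhibition above the mean inhibition across all screened compounds plus 3 SD, cut at about 44% in these data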;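 also: 0% = DMSO only wells and 100% = 100 µM nifuroxazide control wells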
STAT3 activator – activators of IL-6 induced STAT3 signaling. U3A cells, IL-6 STAT3-luciferase reporter, luminescence; 100% = signal with IL-6 EC80 alone. activation (% of control), % at 5.6 µM. hit rate 0.91% among 190,000;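 active = activation above the screen-wide mean of compound activation plus 3 SD, cut at about 130% in these data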;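 also: 0% = background luminescence of wells with medium and substrate only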
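Material: human U3A cells carrying STAT3-luciferase construct. Measured by: reporter luminescence signal. Timing: compound 1 h, then IL-6 6 h at 37 °C.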
ROMK primary – human ROMK K+ channel modulation, primary screen. hit rate 2% among 130,000. Tet-inducible ROMK, thallium flux fluorescence; actives lie on both sides. B-score at 10 µM;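 active = signal ratio slope over the read window, or its plate-corrected B-score, at least 3 SD from the plate mean, either direction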;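 also: B-score of the F/F0 ratio slope over 7 to 12 s after thallium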
Active calls of the source: *.

What do the screens show for `CN1CCN(C(=O)CCc2ncc(C(F)(F)F)cc2Cl)CC1`?
SRC2 TRFRET art: 1687; STAT1 inh: 0; PPARg SRC-2 ag: 10; PPARg SRC-1 ag: 3; S1P3 antag: -6; RAM network inh: -0.6; TLR4 MyD88 comp: 10; PPARg SRC3 recr: -1; STAT3 blocker: -1; STAT3 activator: 108; ROMK primary: 1.1

How did CN1C(=S)N(c2ccccc2)C(=O)/C1=C/c1cccs1 do in these assays?
SRC2 TRFRET art: 1631; STAT1 inh: -5; PPARg SRC-2 ag: 9; PPARg SRC-1 ag: 4; S1P3 antag: -5; RAM network inh: 4.3; TLR4 MyD88 comp: -8; PPARg SRC3 recr: 11; STAT3 blocker: -6; STAT3 activator: 103; ROMK primary: 1.5

Results for CC(=O)Nc1ccc(Oc2cc(NC(C)=O)cc([N+](=O)[O-])c2)cc1 ?
SRC2 TRFRET art: 1564; STAT1 inh: 2; PPARg SRC-2 ag: 10; PPARg SRC-1 ag: -7; S1P3 antag: -14; RAM network inh: 4.2; TLR4 MyD88 comp: -8; PPARg SRC3 recr: 0; STAT3 blocker: 0; STAT3 activator: 103; ROMK primary: -0.17

Results for O=C(Cn1cnc2c(nnn2-c2cccc(Cl)c2)c1=O)N1CCCC1 ?
SRC2 TRFRET art: 1450; STAT1 inh: -4; PPARg SRC-2 ag: 4; PPARg SRC-1 ag: -2; S1P3 antag: -15; RAM network inh: 1.2; TLR4 MyD88 comp: -4; PPARg SRC3 recr: 6; STAT3 blocker: 9; STAT3 activator: 97

How did CC(c1cccs1)N(Cc1ccco1)C(=S)Nc1ccccc1Cl (stereo unspecified) do in these assays?
SRC2 TRFRET art: 1489; STAT1 inh: 8; PPARg SRC-2 ag: 1; PPARg SRC-1 ag: -1; S1P3 antag: -11; RAM network inh: 4.4; TLR4 MyD88 comp: -1; PPARg SRC3 recr: 3; STAT3 blocker: 6; STAT3 activator: 105; ROMK primary: -0.35

How did CCOC(=O)N/N=C(/C)c1cccc(-n2cnnn2)c1 do in these assays?
SRC2 TRFRET art: 1489; STAT1 inh: 4; PPARg SRC-2 ag: 1; PPARg SRC-1 ag: 0; S1P3 antag: 3; RAM network inh: 0.9; TLR4 MyD88 comp: 3; PPARg SRC3 recr: 1; STAT3 blocker: 16; STAT3 activator: 96; ROMK primary: 0.37

What do the screens show for `CCc1nnc(NC(=O)CSc2nnc(-c3ccc(O)cc3)n2C)s1`?
SRC2 TRFRET art: 1526; STAT1 inh: 5; PPARg SRC-2 ag: 4; PPARg SRC-1 ag: -2; S1P3 antag: -8; RAM network inh: 3.6; TLR4 MyD88 comp: -1; PPARg SRC3 recr: 1; STAT3 blocker: 12; STAT3 activator: 92; ROMK primary: -0.055

Results for Cc1cccc(N(CC(=O)Nc2ccccc2F)S(C)(=O)=O)c1 ?
SRC2 TRFRET art: 1221; STAT1 inh: -1; PPARg SRC-2 ag: 4; PPARg SRC-1 ag: 1; RAM network inh: -0.3; TLR4 MyD88 comp: 1; PPARg SRC3 recr: -9; STAT3 blocker: 1; STAT3 activator: 105; ROMK primary: 0.34

How did NC(=O)C1(N2CCCCC2)CCN(CC(=O)Nc2ccc(Oc3ccccc3)cc2)CC1 do in these assays?
SRC2 TRFRET art: 1605; STAT1 inh: 4; PPARg SRC-2 ag: 16; PPARg SRC-1 ag: 15; S1P3 antag: 4; RAM network inh: -0.7; TLR4 MyD88 comp: 2; PPARg SRC3 recr: 11; STAT3 blocker: 9; STAT3 activator: 95

How did CS(=O)(=O)N1CCN(c2ccccc2NC(=O)c2ccco2)CC1 do in these assays?
SRC2 TRFRET art: 1389; STAT1 inh: 8; PPARg SRC-2 ag: -5; PPARg SRC-1 ag: -6; RAM network inh: 1.2; TLR4 MyD88 comp: -5; PPARg SRC3 recr: -4; STAT3 blocker: 10; STAT3 activator: 95

What do the screens show for `CC(=O)c1c(N2CCOCC2)nc(=S)n(-c2ccccc2)c1C`?
SRC2 TRFRET art: 1603; STAT1 inh: -3; PPARg SRC-2 ag: 0; PPARg SRC-1 ag: 4; RAM network inh: 2.0; TLR4 MyD88 comp: -3; PPARg SRC3 recr: -2; STAT3 blocker: 1; STAT3 activator: 100

Results for CNC(=S)N1N=C(c2ccccc2)CC1c1ccc(Br)cc1 (stereo unspecified) ?
SRC2 TRFRET art: 1991*; STAT1 inh: -8; PPARg SRC-2 ag: 18; PPARg SRC-1 ag: 12; RAM network inh: 3.2; TLR4 MyD88 comp: 8; PPARg SRC3 recr: 34*; STAT3 blocker: 9; STAT3 activator: 95

How did Cc1cc(C)c2ccc(C(=O)O)nc2c1O do in these assays?
SRC2 TRFRET art: 1433; STAT1 inh: -2; PPARg SRC-2 ag: 3; PPARg SRC-1 ag: -2; RAM network inh: -0.7; TLR4 MyD88 comp: 8; PPARg SRC3 recr: -4; STAT3 blocker: -5; STAT3 activator: 102; ROMK primary: 0.82

What do the screens show for `CC(=O)NC1CC2CCCC(C1)N2S(=O)(=O)c1cccc(F)c1` (stereo unspecified)?
SRC2 TRFRET art: 1418; STAT1 inh: 16; PPARg SRC-2 ag: 2; PPARg SRC-1 ag: 3; S1P3 antag: -8; RAM network inh: 1.1; TLR4 MyD88 comp: 10; PPARg SRC3 recr: -2; STAT3 blocker: 6; STAT3 activator: 97; ROMK primary: 0.059

Results for CCN(CC)C(C)C(=O)NCC1(c2ccccc2)CCOCC1 (stereo unspecified) ?
SRC2 TRFRET art: 1524; STAT1 inh: 3; PPARg SRC-2 ag: 11; PPARg SRC-1 ag: -2; RAM network inh: 1.9; TLR4 MyD88 comp: -6; PPARg SRC3 recr: 5; STAT3 blocker: 16; STAT3 activator: 89; ROMK primary: 0.63

How did O=C(Nc1ccc(-c2cn3ccccc3n2)cc1)c1ccc(Cl)cc1 do in these assays?
SRC2 TRFRET art: 1791; STAT1 inh: -6; PPARg SRC-2 ag: 6; PPARg SRC-1 ag: 1; RAM network inh: 2.4; TLR4 MyD88 comp: -7; PPARg SRC3 recr: 13; STAT3 blocker: 28; STAT3 activator: 78

How did CN(Cc1ccccc1)C(=O)c1nc2ccccn2c1CNCCCOc1cccnc1 do in these assays?
SRC2 TRFRET art: 1645; STAT1 inh: 3; PPARg SRC-2 ag: 2; PPARg SRC-1 ag: 1; S1P3 antag: -6; RAM network inh: 2.0; TLR4 MyD88 comp: 17; PPARg SRC3 recr: 4; STAT3 blocker: -4; STAT3 activator: 105; ROMK primary: -0.7

What do the screens show for `O=C(NNc1c(F)c(F)cc(F)c1F)c1cc2ccccc2oc1=O`?
SRC2 TRFRET art: 1466; STAT1 inh: -26; PPARg SRC-2 ag: 9; PPARg SRC-1 ag: -4; S1P3 antag: -10; RAM network inh: 2.8; TLR4 MyD88 comp: 2; PPARg SRC3 recr: 2; STAT3 blocker: 7; STAT3 activator: 100; ROMK primary: 0.66

Results for O=C(Nc1ccccc1)Nc1ccc(Br)c(Cl)c1 ?
SRC2 TRFRET art: 1578; STAT1 inh: -17; PPARg SRC-2 ag: -4; PPARg SRC-1 ag: 2; S1P3 antag: 1; RAM network inh: 4.0; TLR4 MyD88 comp: 4; PPARg SRC3 recr: 0; STAT3 blocker: -8; STAT3 activator: 105; ROMK primary: 1.2

What do the screens show for `COc1ccc(-n2c(SCC(=O)O)nc3sc4c(c3c2=O)CCC4)cc1`?
SRC2 TRFRET art: 1739; STAT1 inh: 0; PPARg SRC-2 ag: 1; PPARg SRC-1 ag: 8; S1P3 antag: 12; RAM network inh: 2.1; TLR4 MyD88 comp: 4; PPARg SRC3 recr: 1; STAT3 blocker: 4; STAT3 activator: 100; ROMK primary: 1.5

What do the screens show for `COc1ccc(CCNC(=O)c2c(O)c3c([nH]c2=O)CCCC3)cc1OC`?
SRC2 TRFRET art: 1599; STAT1 inh: 3; PPARg SRC-2 ag: -4; PPARg SRC-1 ag: 2; S1P3 antag: 13; TLR4 MyD88 comp: 4; PPARg SRC3 recr: 4; STAT3 blocker: 16; STAT3 activator: 93; ROMK primary: 0.29

How did Cc1nn(Cc2cccc(F)c2)c(C)c1NC(=O)c1ccc(COc2ccccc2Cl)cc1 do in these assays?
SRC2 TRFRET art: 1500; STAT1 inh: 4; PPARg SRC-2 ag: 0; PPARg SRC-1 ag: -5; RAM network inh: 4.4; TLR4 MyD88 comp: 14; PPARg SRC3 recr: -3; STAT3 blocker: 32; STAT3 activator: 74; ROMK primary: -0.91

How did CCCC(=O)Nc1ccc(Cl)c(NC(=O)CC)c1 do in these assays?
SRC2 TRFRET art: 1482; STAT1 inh: 1; PPARg SRC-2 ag: -3; PPARg SRC-1 ag: 2; S1P3 antag: -17; RAM network inh: -0.3; TLR4 MyD88 comp: 1; PPARg SRC3 recr: 0; STAT3 blocker: 2; STAT3 activator: 104

Results for CC1CCCCN1Cc1ccc(-c2nn[nH]n2)cc1 (stereo unspecified) ?
SRC2 TRFRET art: 1693; STAT1 inh: 11; PPARg SRC-2 ag: -1; PPARg SRC-1 ag: -4; S1P3 antag: -6; RAM network inh: 1.3; TLR4 MyD88 comp: -7; PPARg SRC3 recr: 1; STAT3 blocker: 8; STAT3 activator: 96

What do the screens show for `Cc1ccc(S(=O)(=O)CCC(=O)OCC(=O)c2ccc(C)c(C)c2)cc1`?
SRC2 TRFRET art: 1495; STAT1 inh: -2; PPARg SRC-2 ag: 1; PPARg SRC-1 ag: 8; S1P3 antag: 1; RAM network inh: 11*; TLR4 MyD88 comp: -12; PPARg SRC3 recr: 4; STAT3 blocker: 9; STAT3 activator: 95

How did COc1ccc(N=C2NN=C(c3ccc4c(c3)OCCO4)CS2)cc1 do in these assays?
SRC2 TRFRET art: 1406; STAT1 inh: -1; PPARg SRC-2 ag: 9; PPARg SRC-1 ag: -1; RAM network inh: 2.1; TLR4 MyD88 comp: -7; PPARg SRC3 recr: 3; STAT3 blocker: 3; STAT3 activator: 98; ROMK primary: 2

How did COc1ccc(C(=O)NNC(=O)C2CCN(S(=O)(=O)c3ccc(C)cc3)CC2)cc1 do in these assays?
SRC2 TRFRET art: 1506; STAT1 inh: 11; PPARg SRC-2 ag: 3; PPARg SRC-1 ag: 5; S1P3 antag: 15; RAM network inh: 1.2; TLR4 MyD88 comp: 12; PPARg SRC3 recr: 5; STAT3 blocker: 14; STAT3 activator: 93; ROMK primary: 0.59

2 compounds picked at random from the list so far, as already listed:
How did COc1ccc(C(=O)NNC(=O)C2CCN(S(=O)(=O)c3ccc(C)cc3)CC2)cc1 do in these assays?
SRC2 TRFRET art: 1506; STAT1 inh: 11; PPARg SRC-2 ag: 3; PPARg SRC-1 ag: 5; S1P3 antag: 15; RAM network inh: 1.2; TLR4 MyD88 comp: 12; PPARg SRC3 recr: 5; STAT3 blocker: 14; STAT3 activator: 93; ROMK primary: 0.59

Results for O=C(Nc1ccccc1)Nc1ccc(Br)c(Cl)c1 ?
SRC2 TRFRET art: 1578; STAT1 inh: -17; PPARg SRC-2 ag: -4; PPARg SRC-1 ag: 2; S1P3 antag: 1; RAM network inh: 4.0; TLR4 MyD88 comp: 4; PPARg SRC3 recr: 0; STAT3 blocker: -8; STAT3 activator: 105; ROMK primary: 1.2
